# Screening results: PubChem, National Center for Advancing Translational Sciences (NCATS)
# Pf Dd2 inh: inhibitors of Plasmodium falciparum Dd2 growth. P. falciparum Dd2 growth, SYBR Green, 72 h. Potency, µM (highest dose often 28.9 µM), for inactives: top-dose activity, negative = inhibition, actives largely listed as inhibitors. 120,000 compounds, 4.3% hits; active = well fitted inhibition curve with a large enough effect; inconclusive = small, poorly fitted or top-dose-only effect; inactive = no such curve, though single readings can be large or run the other way;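 note: plate controls were DMSO vehicle for no effect and reference drug for full effect; nearly all actives have a fitted effect of over 65% in size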
#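 Infected erythrocytes (Dd2, 0.3% parasitemia, 2.5% hematocrit final) are added to compound in RPMI-1640/Albumax II medium, grown 72 h at 37C in low oxygen, then lysed with saponin/Triton-X containing SYBR Green and read by fluorescence.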
# Starred values were filed as active, the others as inactive; i = inactive; ? = inconclusive; & = joins results of further samples; [ ] = another dose, or the depositor's remark. Potency is the fitted concentration of half-maximal effect.
SMILES,Pf Dd2 inh
CC(C)(C)C1CCC2(CC1)NC(=O)N(CC(=O)NC1CCCCC1)C2=O (stereo unspecified),?
COc1ccc(-c2ccnc3nc(CCc4ccccc4)nn23)cc1OC,?
COc1cccc(-c2csc(-c3c(N)c(C(=O)c4ccccc4)n4ccccc34)n2)c1,?
COc1ccc(NC(=O)CCC2CCCN(C(=O)c3ccccc3SC)C2)cc1Cl (stereo unspecified),i
COc1ccccc1C(=O)Nc1ccccc1C(=O)OCc1cc(=O)n2ccsc2n1,47.3%[activator]
O=C1OCCC1CCC(=O)N1CCc2c(nc(-c3ccccc3)[nH]c2=O)C1 (stereo unspecified),3.9%
Cc1cc(OCC(=O)c2ccc3c(c2)N(CC(=O)NCC2CCCO2)C(=O)CO3)ccc1C(C)C (stereo unspecified),i
O=C(c1cnco1)N(CCN1CCCCC1)CC1CCCN(C2CCCC2)C1 (stereo unspecified),5.6%
CCc1nc2c(c(-c3ccc(Cl)cc3)n1)CCN(C(=O)c1ccccc1OC)CC2,i
CCS(=O)(=O)N1CCCCCCNC(=O)[C@@H]2C[C@@H](C(=O)N3CCN(c4ccccn4)CC3)C[C@@H]21,-14.8%
O=C1CC(c2ccccc2)N(C(=O)C2CC2)CCCN(C(=O)C2CCCCC2)CCN1 (stereo unspecified),-0.1%
CCCNC(=O)N1CCC(Oc2ccccc2)C1 (stereo unspecified),?
CCOc1ccccc1CNC(=O)c1cc2n(n1)CC(c1ccc3c(c1)OCO3)OC2 (stereo unspecified),?
CCOc1ccc(NC(=O)C23CCCC=C2N(CC)C(=O)CC3)cc1 (stereo unspecified),?
CC(=O)c1cccc(NC(=O)CCS(=O)(=O)c2ccc(Br)s2)c1,i
Cc1ccc(OCc2nc(C3CN(C(=O)C4(c5ccccc5)CC4)C3)no2)cc1,-1.5%
CC(C)c1cc(C(=O)N[C@@H]2COCC[C@@H]2Oc2cccc(F)c2)nc(N)n1,?
CCc1ccccc1NC(=O)Cn1c(=O)c2cccn2c2ccc(F)cc21,13.2%
O=C(C1CC1)N1CCOc2ccc(CN3CCc4ccccc4C3)cc2C1,?
CC(C)Oc1ccc2c(NC(=O)c3cocn3)nn(CC(F)(F)F)c2c1,-15.7%
COCCNC(=O)CC(c1ccc(OC)c(OC)c1)c1c[nH]c2ccccc12 (stereo unspecified),i
COc1ccc(NC(=O)N2CCC3(CC2)SCC(=O)N3Cc2ccco2)c(OC)c1,i
Cc1ccc(-c2cc3c(=O)n(CCNC(=O)Cc4c[nH]c5ccccc45)ccn3n2)cc1C,5.9%
CCc1ccc(NC(=O)Cn2nnc(C(=O)NCc3ccco3)c2N)cc1,-1.8%
Cc1c(C(=O)Nc2ccccc2Cl)oc2ccc(S(=O)(=O)N3CCCCC3)cc12,i

# The list continues.
SMILES,Pf Dd2 inh
CCOCC(=O)N1CCCC(c2[nH]ccc2C(=O)NC)C1 (stereo unspecified),15.6%
Cn1cc(C(=O)N2CCCN(S(=O)(=O)c3ccccc3)CCC(=O)NCC2)cn1,15.4%
COc1ccc(C2(C(=O)N(C)Cc3ccc(OC(F)(F)F)cc3)CCOCC2)cc1,?
CC(C)(C)n1ccc(C(=O)N2CCN(CC3CC3)[C@@H]3CS(=O)(=O)C[C@@H]32)c1,7.1%
Fc1ccc(-c2cc3c(cn2)CN(Cc2ccncc2)CCN3)cc1Cl,?
N#Cc1cccc(-c2ccnc(N[C@H]3CO[C@H]4[C@@H]3OC[C@@H]4NC(=O)c3cccs3)n2)c1,i
CC(C)CCNC(=O)c1nn(C)c2c1CSc1ccccc1-2,-20.1%
COc1ccc(-c2noc(CC3CCN(C(=O)c4cc(OC)c(OC)c(OC)c4)CC3)n2)cc1,?
COc1cccc(CN2CCOC[C@H](Oc3ccc(C(F)(F)F)cc3)C2)c1,-23.2%[44.1 µM]
COC(=O)CSc1nnc(-c2cccc(O)c2)o1,46.6%[activator]
COc1cc(Cl)c(NC(=O)CCS(=O)(=O)c2cc3c(cc2Cl)NC(=O)CO3)c(OC)c1,9.6%
C[C@@H](N)C(=O)N1CCC2(CC1)CC(=O)N(Cc1cc(F)cc(F)c1)C2,-4.6%
CC(=O)N1CCc2c(sc3c2c(=O)n(-c2ccccc2)c(=O)n3CC(=O)c2ccccc2)C1,-0.1%
Cc1ccc(F)cc1-c1cn(C)c(=O)n2cc(COc3ccccc3)nc12,?
Cc1cccc(=O)n1CCC(=O)N1Cc2[nH]cnc2CC1C(=O)O (stereo unspecified),-10.2%
Cc1ccc(C(=O)Nc2ccc3c(c2)N(C)C(=O)c2ccccc2S3)cc1,?
COc1ccc(NC(=O)Cc2c[nH]c3ncc(-c4ccccc4)cc23)cn1,-23.4%[44.1 µM]
COc1c(C)cccc1C(=O)Nc1ccc(Cl)c(-c2nc3cc(C)ccc3o2)c1,16.8%
CN(C)c1cccc(NC(=O)C2=NO[C@@H]3CN(Cc4ccc(F)cc4)C[C@H]23)c1,15.5%[44.1 µM]
CC(C)Oc1ccc(C(=O)N(Cc2ccco2)Cc2cccs2)cc1,8.8%
O=C(NC1CCN(c2cc(-c3cccs3)[nH]n2)CC1)c1cc(F)ccc1Cl,i
Cc1ccc(-c2cc3c(n2-c2ccccc2F)CC(C)(C)CC3=O)cc1,-4.2%
COc1ccc(CCNc2nc(-c3ccc(C)cc3)cc(C(F)F)n2)cc1OC,-3.7%
CNC(=O)[C@@H]1C[C@H](Oc2ccccc2)CN1C(=O)c1cccnc1,-18.2%
COC(=O)c1ccc(NC(=O)C(=O)NCC(c2cccnc2)N2CCN(c3ccccc3)CC2)cc1 (stereo unspecified),-9.7%

# Sorted by molar mass (falling): four of the compounds above.
SMILES,Pf Dd2 inh
COc1ccc(NC(=O)Cc2c[nH]c3ncc(-c4ccccc4)cc23)cn1,-23.4%[44.1 µM]
CC(C)Oc1ccc(C(=O)N(Cc2ccco2)Cc2cccs2)cc1,8.8%
CCOCC(=O)N1CCCC(c2[nH]ccc2C(=O)NC)C1 (stereo unspecified),15.6%
COC(=O)CSc1nnc(-c2cccc(O)c2)o1,46.6%[activator]

# Retrieved one by one from the list above (two):
SMILES,Pf Dd2 inh
COc1cccc(CN2CCOC[C@H](Oc3ccc(C(F)(F)F)cc3)C2)c1,-23.2%[44.1 µM]
COc1ccc(C2(C(=O)N(C)Cc3ccc(OC(F)(F)F)cc3)CCOCC2)cc1,?

# (more compounds)
SMILES,Pf Dd2 inh
COCCN1CCC(C(=O)N2CCn3nc(Cc4ccccc4)cc3C2)C1 (stereo unspecified),?
Cn1cccc1C(=O)N1CCc2nc3cc[nH]n3c(=O)c2C1,22.4%[5.79 µM]
CN(Cc1ccc(Cl)cc1)Cc1ccccc1C(F)(F)F,2.5%[44.1 µM]
Fc1ccc(-c2cnc3n2C[C@H](CNCc2ccccc2Cl)OC3)cc1,-2.0%[44.1 µM]
COC[C@@H]1CN(C(=O)Cc2cccc(C)c2)C[C@H]1c1nc(C)no1,34.5%[activator]
C=CCO[C@@H]1CCN2C(=O)c3cc(-c4ccc(F)cc4F)ccc3NC(=O)[C@H]12,?
CN1CCN(C2CCOC3(CCN(C(=O)c4cccc5[nH]ccc45)CC3)C2)CC1 (stereo unspecified),11.0%
Cc1cccc(-n2c(=O)c3c(cc(C)n3C)n(CC(=O)N(C)c3ccccc3)c2=O)c1,i
CCCNC(=O)C1COC2(CCN(C(=O)c3ccc(Cl)cc3)CC2)N1C(=O)c1cccc(OC)c1 (stereo unspecified),i
OC1(c2csc(CN3CCOCC3)n2)CCN(C2COC2)CC1,-21.0%[44.1 µM]
CC(C)c1ncc(-c2ccccc2)[nH]1,-25.9%[44.1 µM]
O=C(NCc1ccc2c(c1)OCO2)C1Cn2cccc2C(=O)N1Cc1cccnc1 (stereo unspecified),?
O=C(c1ccc(CN2C(=O)NC3(CCS(=O)(=O)CC3)C2=O)cc1)N1CCCC1,?
COc1ccc(-c2cc(N3CCC(NC(=O)Cc4ccc(Cl)cc4)CC3)n[nH]2)cc1,-12.5%
O=C(Nc1ccc(F)cc1)C1CCN(c2nc3ccccc3n3cccc23)CC1,-1.8%
CCn1c(=O)c2cc(C(=O)NCCc3cccc(C)c3)sc2c2ccccc21,-46.7%
COc1ccc(-c2onc(C)c2C(=O)NCc2cccc(Cl)c2)cc1,-23.9%
Cc1ccc(CCNC(=O)c2nn(C)c3c2CSc2ccccc2-3)cc1,7.7%
COc1ccc([C@H]2C[C@@H](O)[C@@H](O)[C@@H]2N2CCCCC2)cc1,?
Cc1ccc(CNc2oc(-c3ccc(COc4ccc(Cl)cc4)o3)nc2C#N)cc1,?
Cc1cc(-c2nc(CC(C)C)nn2-c2ccccn2)cc(S(N)(=O)=O)c1C,-19.5%
Cc1cc(NC(=O)CN(c2cccc(C)c2C)S(=O)(=O)c2ccccc2)ccc1Br,i
COCCN1C(=O)c2ccccc2C(C(=O)Nc2ccc(OC)c(OC)c2)C12CCCC2 (stereo unspecified),-3.4%
CCc1nc2nccc(-c3cc(OC)c(OC)c(OC)c3)n2n1,-11.3%
CCCOc1ccc(C2=NC(c3ccncc3)=Nc3ccc(C)cc3N2)cc1,i

# At a glance, 4 of the compounds above.
SMILES,Pf Dd2 inh
Cc1cc(NC(=O)CN(c2cccc(C)c2C)S(=O)(=O)c2ccccc2)ccc1Br,i
COCCN1C(=O)c2ccccc2C(C(=O)Nc2ccc(OC)c(OC)c2)C12CCCC2 (stereo unspecified),-3.4%
CCc1nc2nccc(-c3cc(OC)c(OC)c(OC)c3)n2n1,-11.3%
CCCOc1ccc(C2=NC(c3ccncc3)=Nc3ccc(C)cc3N2)cc1,i

# (cont.)
SMILES,Pf Dd2 inh
Cc1cc(C(=O)N2CCOC(CC(c3ccccc3)c3ccccc3)C2)no1 (stereo unspecified),i
CCN(CC)C1(Cc2cc(-c3cccc(O)c3)on2)COC1,i
CCc1cc(=O)n(CC(=O)N(C)c2cccc(C)c2)c(-c2ccccc2)n1,-8.6%
O=C(CC(c1cccs1)N1Cc2ccccc2C1=O)Nc1ccc(F)cc1F (stereo unspecified),-0.1%
CCOC(=O)c1c(C)[nH]c(CCC(=O)NCCCN2CCN(c3ccc(F)cc3)CC2)c1C,-16.9%
COc1cc(NC(=O)[C@H]2CCC[C@H]2NC(=O)c2cnc(C)cn2)cc(OC)c1,5.2%
COCCN1CCC2(CCC1=O)CCN(C(=O)Nc1c(C)cccc1C)CC2,21.5%
O=C(Cn1nc2n(c1=O)CCCC2)N1CCN(c2ccccc2F)CC1,-17.1%
CN1CCC(OC2CCN(C(=O)c3ccc(F)cc3F)CC2)CC1,?
COc1ccc(OC)c(-c2noc(N3CCN(c4cc(Cl)ccc4C)CC3)n2)c1,8.91µM*
Cc1ccc(Cl)cc1N1CCN(C(=O)c2ccc(NC(=O)c3nsc4ccccc34)cc2)CC1,-23.9%
O=C(NCc1nnc2c(-c3nc(C4CC4)no3)cccn12)c1cccnc1,i
Cc1ccccc1NS(=O)(=O)c1ccc2[nH]cc(C(=O)NC3CCCCC3)c(=O)c2c1,?
COc1ccc(-c2cnc3[nH]cc(CC(=O)Nc4ccncc4)c3c2)cc1,?
COc1ccc(CC(=O)N2CCN(c3cc(-c4ccccc4)[nH]n3)CC2)cc1,i
O=C1CO[C@H]2CN(Cc3ccccn3)C[C@H]2N1Cc1ccccn1,?
Cc1nc2n(n1)C(C(=O)Nc1ccccc1C)CC(=O)N2 (stereo unspecified),-3.9%
Cc1oc(-c2ccccc2)nc1CNS(=O)(=O)c1ccc(Cl)cc1,39.4%[activator]
COc1ccc(-c2nc(C3CC3)nc3c2CCN(Cc2ccnn2C)CC3)cc1,-1.2%
Cc1csc2nc(-c3cccc(NC(=O)c4ccc(S(N)(=O)=O)cc4)c3)cn12,i
COc1ccc(S(=O)(=O)N2CCc3nc4cc(-c5ccccc5)[nH]n4c(=O)c3C2)cc1,-7.8%[5.79 µM]
COc1ccccc1Nc1nc(-c2ccc(F)cc2)c2c(n1)-c1ccccc1OC2,23.2%
CN(C)c1ccc(C(=O)N2CCN3C(=O)c4cc(-c5ccc6c(c5)OCO6)ccc4NC(=O)[C@H]3C2)cc1,?
COCCN1Cc2ccc(NCc3ccccc3)nc2C(C)(C(=O)NC2COC2)C1 (stereo unspecified),?
Cc1noc2c(N3CCOCC3)cc(-c3ccsc3)nc12,-9.3%[44.1 µM]

# Carrying on.
SMILES,Pf Dd2 inh
Cc1ccc(-n2nc(C)c3c(C)c(CCC(=O)NCc4ccccc4Cl)c(C)nc32)cc1C,?
O=C(c1ccco1)N1CCC(Cc2nc(C3CCOCC3)no2)CC1,2.9%
CCOc1ccc(NC(=O)Cn2c(=O)n(CCCCC(=O)NCCc3ccc(Cl)cc3)c(=O)c3ccccc32)cc1,i
N#Cc1cccc(NC(=O)CSc2nc3c(cc2C#N)N2CCC3CC2)c1,-24.8%
Cc1ccccc1C(=O)Nc1ccc([C@H]2OCC(=O)N(CC(C)C)[C@@H]2CO)cc1,i
Clc1cccc(N2CCN(c3ncnc4c3nc3n4CCCC3)CC2)c1,?
Cc1oc(C(C)C)cc1C(=O)N1CC[C@](C)(O)[C@@H](O)C1,?
O=C(c1ccc(C(F)(F)F)cc1)N1CCn2c(nnc2C2CCCNC2)C1 (stereo unspecified),-8.7%&11.1%
CCOc1ccccc1NC(=O)Cn1c(=O)nc(-c2ccccc2F)c2cc(Cl)ccc21,?
Cc1cccc(C(=O)NCCc2nc3ccccc3n2Cc2ccccc2Cl)c1,i
CCOc1ccc(OCC)c(-n2cnnn2)c1,9.9%
O=C(NCCc1noc(C2CCCO2)n1)c1cnc(-c2cccnc2)nc1 (stereo unspecified),-5.1%
Cc1ccc2c(n1)N(C)[C@H](CO)CCN(Cc1ccc(OC(F)(F)F)cc1)C2,?
CC(C)NC(=O)c1ccc(N2CC3CC(C2)[C@H]2CCCC(=O)N2C3)nc1 (stereo partly specified),3.1%
COc1ccc(C(=O)N2CCC3(CC2)c2nccn2-c2ccccc2CN3C)c(OC)n1,i[5.79 µM]
CCc1ccc(CNC(=O)c2ccc(CS(=O)c3ccc(Br)cc3)o2)cc1 (stereo unspecified),13.1%
Cc1noc2c(NCCN(C)C)cc(-c3ccccn3)nc12,14.4%[44.1 µM]

# Not all compounds are listed (hit frequency here may not be typical).
